Screening data: PubChem BioAssay, several laboratories
KLK5 inh = blocks human kallikrein 5 protease activity; Q9Y337; recombinant hK5, fluorogenic AMC substrate cleavage; inhibition, % at 5 µM; 210,000 compounds, 0.59% hits; AID 873;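 active means inhibition of 40% or more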;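 further: 0% = enzyme controls without compound and 100% = no-enzyme blanks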
Target sequence (Q9Y337 67-293 limits assumed): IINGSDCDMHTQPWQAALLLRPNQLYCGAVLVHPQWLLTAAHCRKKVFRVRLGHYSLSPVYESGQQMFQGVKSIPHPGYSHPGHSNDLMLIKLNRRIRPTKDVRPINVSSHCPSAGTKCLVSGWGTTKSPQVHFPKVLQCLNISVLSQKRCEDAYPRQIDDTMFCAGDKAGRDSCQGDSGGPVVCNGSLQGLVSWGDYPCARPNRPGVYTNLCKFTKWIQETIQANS
Thrombin inh = blocks human thrombin protease activity; P00734; alpha-thrombin, Boc-VPR-AMC fluorogenic substrate cleavage; inhibition, % at 5 µM; 220,000 compounds, 0.26% hits; AID 1046;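 active means inhibition at or above 40%; inactive means inhibition below 40%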;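 further: 0% = enzyme with no compound and 100% = wells without enzyme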
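System: Human alpha-thrombin protein | Medium: pH 7.5 Tris (50 mM) with NaCl 150 mM, Tween 20 0.05% | Times: Enzyme reaction carried out at room temperature | Detection: AMC fluorescence, 355/460 nm | Evaluation: Percent inhibition scaled between no-compound controls and no-enzyme blanks | Benchmarks: Enzyme without compound as high, wells lacking enzyme as low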
Runt-CBFb FRET = inhibitors of human RUNX1 Runt domain binding to CBFb; Q01196+Q13951; Cerulean-Runt/Venus-CBFb FRET ratio 530/480, 1 h; inhibition, % at 20 µM; 220,000 compounds, 0.46% hits; AID 1496;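 active means inhibition over about 50% at 20 µM in the single-dose screen, limit read from the data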;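 further: 0% = DMSO wells and 100% = excess unlabeled CBFb competitor control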
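Measured by: fluorescence energy transfer, 422 nm excitation, 530/480 nm emission; test system: Cerulean-tagged RUNX1 Runt domain (FRET donor) fusion protein; buffer or medium: Tris pH 7.5 buffer with BSA; compound: one dose, 20 µM compound, 1% DMSO; times: two 1 h room-temperature incubations shielded from light; benchmarks: unlabeled CBFb 5 µM, positive control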
Hck Nef HTS = blocks Nef-activated human Hck kinase; P08631; Recombinant Hck-YEEI plus Nef, Z-Lyte FRET kinase assay; inhibition, % at 20 µM; 220,000 compounds, 0.68% hits; AID 463187;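 active means Hck-Nef kinase inhibition above about 50%, limit read from the data; inactive means inhibition below that limit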;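 further: 0% = DMSO with Hck plus Nef and 100% = Hck alone without Nef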
Runt-SMMHC FRET = inhibitors of human RUNX1 Runt domain binding to CBFb-SMMHC; Q01196+Q13951; Cerulean-Runt/Venus-CBFb-SMMHC FRET ratio 530/480, 1 h; inhibition, % at 20 µM; 220,000 compounds, 0.74% hits; AID 1434;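 active means mean inhibition across duplicate retests at 20 µM reaching about 50%, limit read from the data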;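 further: 0% = DMSO wells and 100% = wells with excess untagged CBFb-SMMHC; inhibitors lower the FRET ratio by blocking Runt binding to CBFb-SMMHC; some results filed as inactive read as strong as hits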
Wee1 degr inh = inhibitors of human Wee1 degradation; HeLa Luc-Wee1K328M stability, luciferase luminescence; 100% = proteasome inhibitor MG132 effect; reporter increase, % at 5 µM; 220,000 compounds, 1.2% hits;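 active means activation above the mean of all tested compounds plus 3 SD, set per screening run, cut at about 8.8% in these data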;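 further: cells exposed to compound for 20 h before luminescence read; 0% = DMSO alone and 100% = MG132 at 30 µM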
Target sequence (P30291 whole entry K328M): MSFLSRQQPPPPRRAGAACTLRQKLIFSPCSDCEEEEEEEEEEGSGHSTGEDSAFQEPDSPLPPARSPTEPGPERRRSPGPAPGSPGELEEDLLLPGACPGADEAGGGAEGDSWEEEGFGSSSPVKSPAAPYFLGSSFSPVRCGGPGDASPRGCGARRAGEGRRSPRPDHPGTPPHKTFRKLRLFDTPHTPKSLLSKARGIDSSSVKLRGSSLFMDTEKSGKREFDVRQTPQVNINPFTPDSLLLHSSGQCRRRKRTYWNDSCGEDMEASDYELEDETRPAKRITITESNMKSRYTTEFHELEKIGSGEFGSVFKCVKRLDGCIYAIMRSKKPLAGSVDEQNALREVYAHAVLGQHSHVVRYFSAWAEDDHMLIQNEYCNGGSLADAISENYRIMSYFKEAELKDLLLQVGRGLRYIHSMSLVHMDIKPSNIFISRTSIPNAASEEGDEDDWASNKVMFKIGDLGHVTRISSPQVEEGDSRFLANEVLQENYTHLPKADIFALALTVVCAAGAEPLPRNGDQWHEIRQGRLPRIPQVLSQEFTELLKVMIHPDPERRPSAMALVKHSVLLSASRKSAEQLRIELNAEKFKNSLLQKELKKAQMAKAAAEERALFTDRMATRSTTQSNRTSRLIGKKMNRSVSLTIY
FXIa inh 1536 = factor XIa (human) inhibition. purified FXIa, Boc-Glu-Ala-Arg-AMC fluorogenic substrate. inhibition, % at 5 µM. 220,000 compounds, 0.14% hits;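 active means inhibition of at least 40%; inactive means inhibition below 40%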;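 further: fluorescence of freed AMC excited at 355 nm; 0% = enzyme without compound and 100% = no enzyme blank; many of its hits are not listed in these tables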
14-3-3 Bad inh = disrupts binding of bovine 14-3-3 zeta to phospho-Bad peptide; P63103; AID 781; TR-FRET 14-3-3zeta/Dy647-pBad peptide displacement, 1 h; inhibition, % at 21.7 µM; 220,000 compounds, 0.71% hits;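 active means inhibition above about 70%, limit read from the data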;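 further: 0% = full 14-3-3 plus peptide FRET controls and 100% = background without 14-3-3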
FXIIa inh = blocks human coagulation factor XIIa protease activity. purified FXIIa, Boc-QGR-AMC fluorogenic substrate, 2 h. P00748. 220,000 compounds, 0.3% hits. inhibition, % at 5 µM; in the data active means inhibition above about 40%;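 further: 0% = enzyme with no compound and 100% = blank without enzyme; many of its hits are not listed in these tables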
* marks the source's active call; other numbers are inactive results; . = no result given; [ ] = another dose, or the depositor's remark.

SMILES | KLK5 inh | Thrombin inh | Runt-CBFb FRET | Hck Nef HTS | Runt-SMMHC FRET | Wee1 degr inh | FXIa inh 1536 | 14-3-3 Bad inh | FXIIa inh
CCCCN1C(=O)/C(=C/C=C2/CC(C)(C)CN2C)SC1=S | -12 | -1 | -21 | 8 | -95 | 0 | 5 | -23[fluorescence artefact?] | 10
COc1ccc(C(=O)C2CCCN(Cc3ccc(C#CCCO)cc3)C2)c(OC)c1 (centres undefined) | -2 | -9 | -1 | 23 | 3 | -3 | -6 | -3 | 4
Cc1ccc2sc(N(CCCN(C)C)C(=O)c3ccc(Br)s3)nc2c1C | -1 | -6 | -1 | 10 | 0 | 3 | -2 | -2 | 4
CC(=O)NC(CCS(C)(=O)=O)C(=O)Nc1ccc(Cl)c(Cl)c1 (centres undefined) | -4 | 0 | 1 | -6 | 1 | 0 | 4 | 3[fluorescence artefact?] | 12
CC(C)Oc1ccc(C(=O)Nc2ccc(N3CCCCC3)cc2)cc1 | -22 | -12 | 0 | 3 | 4 | -2 | 0 | -5 | 3
COC(=O)c1ccc(-c2nc(O)c3cnccn23)cc1 | 4 | -2 | -2 | -1 | -6 | -3 | 9 | 3 | 3
CCCS(=O)(=O)C/C(N)=N/OC(=O)c1ccc(Cl)cc1 | 22 | -6 | -1 | 6 | -1 | 2 | -11 | -2 | 1
O=[N+]([O-])c1ccc(O)c(/C=N/Nc2ccc(Cl)nn2)c1 | -26 | -2 | -2 | 10 | -5 | -1 | -5 | -12[fluorescence artefact?] | -10
O=C(COC(=O)/C=C/c1ccc(Cl)cc1)Nc1ccccc1 | 1 | -4 | 0 | -3 | -1 | 1 | 0 | -5 | .
CCc1ccccc1NC(=O)CC1S/C(=N\c2nccs2)N(CC)C1=O (centres undefined) | 0 | -3 | -1 | -2 | 2 | -3 | -4 | 1 | -2
O=C(CN(Cc1ccc(F)cc1)C(=O)CCC(=O)Nc1ccccn1)NCc1ccco1 | 0 | 0 | 0 | 1 | -2 | -1 | -2 | 3[fluorescence artefact?] | 6
NC(=O)CC(NC(=O)c1ccccc1)c1ccc(NCC2CC2)c([N+](=O)[O-])c1 (centres undefined) | 6 | 2 | -5 | 28 | 0 | . | 5 | -1 | 9
Cc1cc(C)c2c(NC(=S)Nc3ccccc3)n[nH]c2n1 | -6 | 4 | 10 | 29 | 4 | -3 | -7 | -14 | 0
CC(O)CNc1nc2ccccc2n1CC(=O)NCC(F)(F)F (centres undefined) | -1 | -5 | 0 | 24 | 0 | -3 | 1 | -9 | 5
CC(NC(=O)c1noc2c1CCCC2)c1ccccc1 (centres undefined) | -2 | -8 | 1 | 0 | 0 | -2 | 0 | 6 | 1
CNC(=O)c1c(NC(=O)c2cc(-c3cc(C)c(C)cc3O)n[nH]2)sc2c1CCCC2 | 7 | 2 | -14 | 41 | -26 | 4 | 1 | 29 | 7
CC(C)C(=O)Nc1cccc(NC(=O)c2cc3ccccc3o2)c1 | -6 | 5 | -1 | 7 | -1 | 1 | 2 | -6 | 14
COc1ccc(C2CC2C(C)=O)cc1 (centres undefined) | 2 | 1 | 0 | 21 | -6 | -2 | -1 | -1 | 15
CC(=O)Nc1ccccc1OCC(=O)c1ccc2c(c1)OCO2 | 5 | 2 | 1 | 0 | -5 | 4 | 5 | -3 | 15
Cc1cccc(C(=O)NN2C(=O)C3C(c4ccccc4)C=CC(c4ccccc4)C3C2=O)c1 (centres undefined) | -14 | -3 | -2 | 0 | -5 | -1 | -8 | 3 | 6
O=C(Nc1nnc(C2CC2)s1)C1CC(=O)N(c2ccc3c(c2)OCCO3)C1 (centres undefined) | -24 | -7 | -2 | 3 | 0 | 1 | 1 | -5[fluorescence artefact?] | 2
CC1=CC(C2CC(=O)N(c3ccccc3C)C2=O)CC2C(=O)N(c3ccccc3C)C(=O)C12 (centres undefined) | -11 | -2 | -3 | 7 | 2 | -1 | 8 | -12 | 10
COc1ccc(CNC(=S)NCc2ccc(OC(C)C)cc2)cc1 | -14 | 0 | -2 | 3 | 2 | 2 | 11 | -29 | 19
O=C(COc1ccccc1C(=O)NCc1ccccn1)Nc1ccc(Br)cc1 | -4 | -24 | -3 | 21 | -1 | 3 | -9 | -4 | 6
COc1ccc(CC(=O)N2CC(C)CC(C)C2)cc1 (centres undefined) | 1 | 1 | 0 | -2 | -3 | -1 | 11 | 28 | 18
CCC(=O)Nc1cccc(-n2nnnc2SCC(=O)c2ccc(C)c(C)c2)c1 | -24 | 3 | 27 | 3 | -1 | -2 | 22 | 0[fluorescence artefact?] | 25
O=C(O)c1cc(S(=O)(=O)N2CCOCC2)ccc1N1CCOCC1 | -11 | -7 | -1 | 7 | 3 | -2 | -1 | -8[fluorescence artefact?] | -2
Clc1ccc(CN2CCN(c3ccccc3)CC2)cn1 | . | -1 | 2 | 4 | -4 | -3 | 2 | -11 | 5
CCCCN(C(=O)NC(=O)Nc1c(C)cc(C)cc1C)S(C)(=O)=O | -17 | -6 | -1 | 3 | -1 | -1 | -19 | -10 | -18
Cc1cc(-c2nnnn2-c2ccc(F)cc2)no1 | 23 | -1 | 0 | 4 | -4 | 2 | -9 | 5 | 5
Cc1nc(N2CCOCC2)c2c3c(sc2n1)CCC3 | -18 | 2 | -1 | 29 | -3 | 0 | -14 | 16 | -1
Cc1nc2ccc(NC(=O)c3ccc(N4C(=O)CCC4=O)cc3)cc2s1 | 4 | -1 | 0 | -3 | -1 | -1 | 2 | 1 | 11
CCOc1cc(C2C(C(=O)O)c3cc(OCC)c(OCC)cc3C(=O)N2C)ccc1O (centres undefined) | 7 | -2 | 1 | -1 | 1 | 3 | -4 | 8[fluorescence artefact?] | -5
O=C(CCC1CCCN(C(=O)Cn2cnnn2)C1)NCc1ccc(F)c(F)c1 (centres undefined) | . | -1 | 1 | 6 | 0 | 3 | 1 | -4 | 6
N#Cc1cccc(NC(=O)C2SC(=Nc3ccccc3)C(C(=O)N3CCOCC3)=C2N)c1 (centres undefined) | 3 | -8 | -1 | -2 | -4 | -3 | 7 | -18[fluorescence artefact?] | 14
COC(CNC(=O)c1ccc(Cn2c(=S)[nH]c3cc4c(cc3c2=O)OCO4)cc1)OC | -12 | -1 | 27 | 0 | 32 | 2 | 4 | -4 | 5
CNCCC1Sc2ccccc2Oc2ccccc21 (centres undefined) | -1 | . | -1 | 31 | 0 | 0 | 4 | 35 | 6
COc1ccc(NC(=O)CSc2nnc3n2CCCCC3)cc1 | 10 | -1 | 2 | 3 | 1 | 3 | -1 | 0 | 4
COCCN(Cc1cc2cc(C)ccc2n2nnnc12)C(=S)Nc1cccc(C)c1 | -8 | 2 | 0 | 17 | -2 | 0 | -6 | -32 | 4
CC(C)c1ccc(NC(=O)c2cccnc2)cc1 | 8 | -4 | -4 | 1 | -5 | 7 | -2 | 5 | 2
CCOC(=O)c1ccc(NC(=S)N(CCCN(CC)CC)Cc2ccco2)cc1 | -21 | -4 | 1 | 2 | 4 | 1 | -3 | -11 | 5
CCOc1ccc(-c2cc(N3C(=O)Nc4ccccc4N3O)n[nH]2)cc1 | 2 | -6 | 1 | 19 | 2 | -2 | 0 | 5 | 6
O=C(NNS(=O)(=O)c1ccccc1F)c1cccc(S(=O)(=O)N2CCOCC2)c1 | -20 | -7 | 0 | 5 | -4 | 2 | 5 | -16[fluorescence artefact?] | 6
S=C(Nc1ccccc1)Nc1nc2ccccc2n1CCOc1ccc(Cl)cc1 | -40 | -8 | 21 | -1 | 6 | -1 | 4 | -1 | 4
COc1ccc(OCCSc2nc3ccccc3n2CC(=O)O)cc1 | -6 | -11 | -1 | -1 | 2 | 0 | -6 | 1 | 8

Brought forward from above: 3 compounds, followed by the next part.
SMILES | KLK5 inh | Thrombin inh | Runt-CBFb FRET | Hck Nef HTS | Runt-SMMHC FRET | Wee1 degr inh | FXIa inh 1536 | 14-3-3 Bad inh | FXIIa inh
O=C(NNS(=O)(=O)c1ccccc1F)c1cccc(S(=O)(=O)N2CCOCC2)c1 | -20 | -7 | 0 | 5 | -4 | 2 | 5 | -16[fluorescence artefact?] | 6
S=C(Nc1ccccc1)Nc1nc2ccccc2n1CCOc1ccc(Cl)cc1 | -40 | -8 | 21 | -1 | 6 | -1 | 4 | -1 | 4
COc1ccc(OCCSc2nc3ccccc3n2CC(=O)O)cc1 | -6 | -11 | -1 | -1 | 2 | 0 | -6 | 1 | 8
CCC1CCc2c(sc(N)c2C(N)=O)C1 (centres undefined) | 0 | 5 | . | 4 | . | 2 | 8 | -11 | 14
Cn1ncc2c(N3CCN(c4ccccc4F)CC3)ncnc21 | -2 | -2 | 0 | 1 | -2 | 1 | 0 | -1[fluorescence artefact?] | 10
Cc1cc(Nc2ccccc2)n(CCOC(=O)COc2ccccc2)n1 | -9 | 1 | -4 | -1 | 0 | -2 | 6 | -7 | -12
O=C(O)CN(c1ccc(F)cc1)S(=O)(=O)c1ccc2c(c1)OCCO2 | 14 | 5 | -2 | -1 | -1 | 3 | 0 | 6[fluorescence artefact?] | 4
Cc1cc(N2CCOCC2)ccc1/C=C1\SC(=O)N(C(C)C)C1=O | 1 | 4 | -25 | -2 | -29 | 3 | 6 | -11 | 17
Cc1ccc(-n2c(SCc3nnc4n3CCC4)nnc2-c2ccccc2)cc1 | 8 | 17 | -1 | -1 | -1 | -1 | 11 | -2 | -11
CCCOc1ccc(S(=O)(=O)NNC(=O)c2cc3ccccc3o2)cc1 | -19 | -5 | -1 | 2 | -9 | 2 | 8 | -9 | 11
N#Cc1c(-c2ccco2)cc(C2CC2)nc1N | -41 | 0 | 0 | 13 | 8 | -2 | -13 | -8 | -14
COCCCNC(=O)c1ccc(N2CCOCC2)c(NS(=O)(=O)c2ccc(OC)cc2)c1 | -4 | -7 | 3 | 0 | 0 | -3 | -11 | -5 | -2
Cc1ccc(NC(Cc2cc(C)no2)c2ccccc2)cc1 (centres undefined) | -11 | 1 | 0 | 4 | 5 | -1 | 1 | 10 | 26
O=C1C2CCCCN2C(=O)N1CCCCN1CCN(c2ccc([N+](=O)[O-])cc2)CC1 (centres undefined) | -7 | 4 | 0 | -2 | -3 | -1 | 7 | 11 | 14
O=S(=O)(c1ccc(F)cc1)N1CCN(c2ccccn2)CC1 | -4 | 1 | 1 | -17 | -1 | -3 | 10 | -1 | 9
S=c1[nH]nc(-c2ccc(Cl)cc2Cl)n1-c1ccc2c(c1)OCCO2 | 2 | 1 | 14 | 4 | 13 | 0 | 3 | -1 | 13
COCC(=O)N1CCC(Oc2ccc(C(=O)NCCc3ccncc3)cc2)CC1 | 4 | -4 | 2 | 32 | -4 | 1 | -1 | -5 | 11
COc1cccc(NC(=O)CC2COc3ccccc3O2)c1 (centres undefined) | -26 | 2 | 2 | -1 | 3 | 1 | 2 | 12 | 2
C=CCN1CCc2nc(N)sc2CC1 | -11 | -1 | 2 | -3 | -2 | 2 | 4 | 2 | 13
